Bioassay records from PubChem BioAssay.
SRC1 inh – inhibits human SRC1 coactivator | Q15788 | inhibition, % at 3.6 µM | AID 588354 | 0.12% of 360,000 active | HEK293 GAL4-SRC1 luciferase reporter, luminescence;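 active means inhibition above the campaign mean plus 3 SD, with each screening campaign given its own cutoff, cut at about 60% in these data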;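 further: 0% = DMSO treated cells and 100% = gossypol at 36 µM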
SRC2 inh – human SRC2 (NCOA2) inhibition; inhibition, % at 9 µM; 0.17% of 370,000 active; Q15596; HEK293 GAL4-SRC2 luciferase reporter, luminescence;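 active means inhibition above the mean inhibition of all tested compounds plus 3 SD, set per campaign, cut at about 52% in these data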;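 further: 0% = DMSO treated cells and 100% = cells given Gossypol at 36 µM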
MC4R antag cAMP – blocks human MC4R cAMP signaling. P32245. MC4R-expressing cells, MTII-stimulated cAMP, LANCE TR-FRET. inhibition, % at 6.5 µM. 0.48% of 360,000 active. AID 540295;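 active means inhibition above its plate's cutoff, the mean of tested wells on that plate plus 3 SD, cut at about 29% in these data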;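 further: 0% = Melanotan II alone and 100% = Melanotan II plus saturating MCL0020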
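Material: U2OS-MC4R stable cell line | Reagent: Melanotan II challenge after compound preincubation | Doses: One concentration, 6.5 µM nominal | Incubation: 30-min compound preincubation, 1-h Melanotan II challenge, 1-h detection, room temperature | Signal: TR-FRET cAMP assay | Replicates: One well per compound, no replicates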
NOD2 RIPK2 PPI – blocks binding of human NOD2 to RIPK2. O43353. CHO BLA complementation NOD2-RIPK2, CCF4 ratio. inhibition, % at 4.98 µM. 0.38% of 360,000 active; in the data active means inhibition above about 21%;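 further: 0% = vehicle only and 100% = reference blocker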
Target sequence (O43353 whole entry, looked up): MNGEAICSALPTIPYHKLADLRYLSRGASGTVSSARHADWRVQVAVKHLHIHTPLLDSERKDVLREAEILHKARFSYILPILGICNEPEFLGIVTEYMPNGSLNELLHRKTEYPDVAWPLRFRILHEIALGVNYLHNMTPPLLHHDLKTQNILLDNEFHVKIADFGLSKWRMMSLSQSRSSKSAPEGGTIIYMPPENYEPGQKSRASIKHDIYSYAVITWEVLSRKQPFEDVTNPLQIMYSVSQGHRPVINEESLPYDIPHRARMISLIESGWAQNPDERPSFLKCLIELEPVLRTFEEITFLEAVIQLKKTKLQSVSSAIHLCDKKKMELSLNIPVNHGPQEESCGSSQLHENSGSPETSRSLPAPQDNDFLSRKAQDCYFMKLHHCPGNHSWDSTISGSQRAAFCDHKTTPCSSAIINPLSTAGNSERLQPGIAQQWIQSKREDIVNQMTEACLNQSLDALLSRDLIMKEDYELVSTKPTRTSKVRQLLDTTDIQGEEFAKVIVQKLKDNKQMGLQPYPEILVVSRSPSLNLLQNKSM
MC4R barr agon – human MC4R agonism via beta-arrestin; 0.98% of 360,000 active; P32245; U2OS MC4R beta-arrestin complementation, luminescence; percent of melanotan II response, DMSO zero; activation, % at 8.9 µM;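 active means activation above a per-plate cutoff, the mean activation of sample wells on that plate plus 3 SD, cut at about 8% in these data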
LMP1 NFkB inh – Epstein-Barr LMP1 NF-kappaB reporter inhibition | LMP1-induced NF-kappaB luciferase reporter cells, luminescence | inhibition, % at 12.5 µM | 0.69% of 350,000 active; in the data active means inhibition above about 41%;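 further: 0% = neutral control wells and 100% = reference inhibitor control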
NR2F2 inh – inhibitors of human COUP-TFII (NR2F2); 0.7% of 370,000 active; HEK293T NGFI-A luciferase reporter, luminescence; AID 686940; P24468; inhibition, % at 8.6 µM;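 active means inhibition above a per-plate cutoff, mean inhibition of test wells between control levels plus 3 SD, cut at about 38% in these data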;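 further: cells cotransfected with COUP-TFII expression vector driving the NGFI-A reporter; 0% = median of COUP-TF2 test wells and 100% = reporter-only cells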
ABHD5-PLIN5 inh – blocks binding of human ABHD5 to perilipin-5; Q00G26+Q8WTS1; Split G. princeps luciferase complementation, luminescence, 4 h; inhibition, % at 4 µM; 0.78% of 360,000 active; AID 602281;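 active means inhibition above the mean inhibition across every tested compound plus 3 SD, cut at about 22% in these data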;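 further: 0% = DMSO only wells and the 100% control is not disclosed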
TLR9-MyD88 inh – TLR9-MyD88 interaction inhibition; 0.21% of 340,000 active; CHO BLA complementation TLR9-MyD88, CCF4 FRET ratio; Q9NR96+Q99836; inhibition, % at 4.98 µM;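 active means inhibition above the mean over all tested compounds plus 3 SD, cut at about 21% in these data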;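 further: 0% = DMSO only wells and 100% = clavulanate BLA inhibitor control wells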
SRC3 inh – human NCOA3 inhibition. Q9Y6Q9. HEK293 GAL4-SRC3 luciferase reporter, luminescence. inhibition, % at 3.6 µM. 0.17% of 360,000 active;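 active means inhibition above a per-campaign cutoff, the mean of all compounds plus 3 SD, cut at about 60% in these data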;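 further: 0% = DMSO-treated cells and 100% = gossypol-treated cells at 36 µM; higher means less SRC3-driven luciferase light from the GAL4 reporter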
NR5A2 inv ag – inverse agonists of human LRH-1 (NR5A2); HEK293T StAR-luciferase reporter, LRH-1 transfected, 24 h; inhibition, % at 3.6 µM; 0.13% of 360,000 active;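 active means inhibition above the mean inhibition of all tested compounds plus 3 SD, cut at about 73% in these data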;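 further: 0% = DMSO wells and 100% = reporter-only cells lacking LRH-1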
Target sequence (O00482 whole entry, looked up): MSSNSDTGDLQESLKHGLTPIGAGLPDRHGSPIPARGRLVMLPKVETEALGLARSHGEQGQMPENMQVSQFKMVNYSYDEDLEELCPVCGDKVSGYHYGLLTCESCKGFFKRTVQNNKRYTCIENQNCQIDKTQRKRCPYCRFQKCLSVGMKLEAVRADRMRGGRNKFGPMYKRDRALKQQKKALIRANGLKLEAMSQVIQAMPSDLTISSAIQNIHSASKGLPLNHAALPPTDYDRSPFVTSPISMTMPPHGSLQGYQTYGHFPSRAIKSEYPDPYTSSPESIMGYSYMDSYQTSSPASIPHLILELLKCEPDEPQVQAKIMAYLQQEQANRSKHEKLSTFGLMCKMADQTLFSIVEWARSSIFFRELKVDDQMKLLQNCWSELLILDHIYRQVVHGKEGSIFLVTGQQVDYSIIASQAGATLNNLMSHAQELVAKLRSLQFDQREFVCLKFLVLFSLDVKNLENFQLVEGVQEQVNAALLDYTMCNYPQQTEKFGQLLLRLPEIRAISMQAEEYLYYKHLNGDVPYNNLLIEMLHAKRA
* = called active by the depositor; / = no result given; & = joins results of further samples. Not all compounds are listed. The share of hits here may be higher or lower than overall.

SMILES	SRC1 inh	SRC2 inh	MC4R antag cAMP	NOD2 RIPK2 PPI	MC4R barr agon	LMP1 NFkB inh	NR2F2 inh	ABHD5-PLIN5 inh	TLR9-MyD88 inh	SRC3 inh	NR5A2 inv ag
O=C(c1cccc(S(=O)(=O)Nc2ccc(F)cc2)c1)N1CCC1	0	16	5	-10	-2.1	2	-4	-3	-4	-3	6
Cc1cc(C)c2cc(CN(Cc3ccco3)C(=S)NCC3CCCO3)c(=O)[nH]c2c1 (stereo unspecified)	-6	9	12	0	-3.3	9	11	7	-5	18	1
COc1cc(/C=C2\CCCc3c2nc2ccccc2c3C(=O)O)cc(Cl)c1O	16	-49	-10	-15	-0.3	-1	4	-3	-7	7	1
Cc1ccc(CN(Cc2cccnc2)C(=S)Nc2cc(Cl)ccc2C)cc1	6	-15	2	-5	-1.3	4	9	-6	3	10	20
CC(C)(C)NC(=O)C(c1ccccc1)n1c(-c2ccc(-c3ccccc3)cc2)nc2ccccc21 (stereo unspecified)	/	-37	/	2	/	/	-2	-1	/	/	-10
CC(C)(C)c1ccc(/C=N/NC(=S)NCc2ccccc2)cc1	6	-16	-9	-9	5.1	1	-2	12	-1	25	-15
Nc1ccc(Sc2ccccc2)nc1	-23	0	-5	-3	-0.1	6	-1	0	-5	17	-30
O=[N+]([O-])c1cccc(Cl)c1N1CCOCC1	11	-23	3	0	-0.6	1	5	-1	-2	26	10
Cc1cc(NC(=O)Nc2cccc(C(F)(F)F)c2)no1	9	17	-5	3	1.2	14	-1	-4	-2	1	13
CCNC(=O)C1(C)CCCN(C(=O)COCc2ccccc2)C1 (stereo unspecified)	15	7	0	-2	0.7	/	-13	2	/	9	16
CCN(CC)CCn1c(SCC(=O)NCc2ccco2)nc2c(sc3ccccc32)c1=O	-17	-2	5	-3	-0.7	7	19	-7	-5	17	-6
CCSc1nnc(Cc2cc(=O)[nH]c(=O)[nH]2)n1-c1cccc(C)c1	-18	-2	5	-8	0.8	5	6	-5	4	-8	6
CC(CNC(=O)CC[C@H]1O[C@@H](n2cnc3c(NC(=O)c4ccccc4)ncnc32)[C@H](O)[C@@H]1O)c1ccccc1 (stereo partly specified)	9	11	/	1	/	/	-12	0	/	12	6
COc1ccc(N2CC(C(=O)NCCCN3CCOCC3)CC2=O)cc1 (stereo unspecified)	0	8	1	4	-1.0	-1	-2	5	2	12	-8
O=C(Cc1c[nH]c2ccccc12)N1CCN(c2ccccc2)CC1	-16	-21	1	1	-2.0	-6	15	2	-1	21	19
COc1ccccc1N1C(=O)C=C(Sc2nc(C)cc(C)n2)C1=O	-4	-28	2	-2	-0.4	/	11	11	/	17	3
CC(C)CC[n+]1ccn(-c2nc3ccccc3nc2[N-]S(=O)(=O)c2ccc(Cl)cc2)c1	-2	-12	12	-4	1.6	-5	-8	3	10	3	-1
Cc1ccccc1-c1coc2cc(O)ccc2c1=O	-19	-3	2	2	-1.7	-15	-7	2	-6	-10	-5
CCOC(=O)C(NC(=O)c1ccc(OC)cc1)(N1CCCC1=O)C(F)(F)F (stereo unspecified)	-1	14	7	-9	-0.7	4	2	0	10	6	10
Clc1ccc(-c2nc3ccc(Cl)cn3c2Cc2ccsc2)cc1	-59	-62	/	-26	/	/	-43	-18	/	-74	-101
Cc1csc2ncc(C(=O)NCCc3ccccc3)c(=O)n12	-43	-36	2	6	-1.3	-6	-59	-7	-1	-70	-51
Cc1cc2c(=O)[nH]c(N)nc2[nH]1	6	-3	4	6	-2.8	-4	28	3	0	20	8
O=c1[nH]c(=O)n(Cc2ccco2)c2c1C(C(F)(F)F)(C(F)(F)F)N=C(CCc1ccccc1)N2	-13	-4	3	-2	0.1	-3	-7	-1	-8	2	-2
Cc1ccc(CCNC(=O)NC(C)(C)C)cc1	-74	-80	0	-9	-1.4	-20	-38	2	3	-29	-51
Cc1nc(C)c(C(=O)C2=C(O)C(=O)N(CCN(C)C)C2c2cccs2)s1 (stereo unspecified)	-9	-34	4	-10	-1.3	-1	-12	1	-9	1	-10
COc1ccc(Br)cc1/C=C/C(=O)NCC(=O)O	14	3	-1	5	-3.6	0	-4	1	3	16	2
S=C(NCc1cccnc1)Nc1ccc(Cl)cc1	10	-6	3	2	-1.4	1	6	-2	-3	7	-20
CC(C)(C)c1cc(C(=O)NNc2ccc(OC(F)(F)F)cc2)n(Cc2ccccc2)n1	-13	-18	8	-2	-0.1	-5	-7	7	-6	9	13
O=C(Cc1ccc(S(=O)(=O)N2CCOCC2)s1)Nc1ccc(N2CCOCC2)cc1	-39	-38	6	-5	-2.2	-11	-2	-1	-1	-25	-37
CC(=O)c1c(C)oc2ccc(NS(=O)(=O)c3ccc(F)cc3C)cc12	-2	-13	4	0	0.4	10	12	-3	2	-4	8
C(=C\c1ccccc1)/CN1CCN(C(c2cccs2)c2nnnn2Cc2ccccc2)CC1 (stereo unspecified)	10	-28	/	-1	/	/	-3	4	/	17	-1
O=C(C[n+]1ccc(C(=O)N/N=C/c2ccc(Br)cc2)cc1)c1ccccc1	-1	-16	-4	-7	-1.3	-3	-3	10	0	9	18
CSc1nc(N)c2c(n1)N(C)C=NS2(=O)=O	-14	-16	-3	-15	-1.7	5	-2	0	4	7	10
CCOc1ccc(C(C)NC(=O)CN2C(=O)NC3(CCCCC3)C2=O)cc1OCC (stereo unspecified)	-21	-7	3	-3	-0.9	-5	1	11	6	-55	-4
Cc1cc(=O)[nH]c(SCc2nc3ccccc3s2)n1	-6	-2	16	5	-0.6	-26	0	3	-8	-12	5
COc1cc(C2C(C#N)=C(N)Oc3c2oc(CO)cc3=O)cc(OC)c1OC (stereo unspecified)	-1	-9	-5	1	-0.8	-1	2	-3	0	14	-30
Cc1ccc2[nH]c(=O)c(CN(C(=O)c3cccs3)c3ccccc3)cc2c1	-11	-4	1	-1	6.0	13	4	-35	-6	13	15
CC(C)n1nc(C(=O)NC2CCCCCC2)c2ccccc2c1=O	-1	4	6	-7	2.6	10	6	0	6	5	-3
CCC(CC)C(=O)N1CC(=O)Nc2ccc(Br)cc2C1c1ccccc1 (stereo unspecified)	9	8	2	-6	1.3	3	-11	-10	-1	-8	3
O=C(Nc1ccccn1)c1cc(-c2cccnc2)nc2ccc(Br)cc12	9	-13	5	-3	6.7	2	3	2	0	10	7
CN(c1ccc(F)cc1)S(=O)(=O)c1ccc(Cl)c(C(=O)Nc2ccc3c(c2)CCC3)c1	4	25	3	-4	0.2	-9	10	-6	-10	16	15
COc1ccccc1OCCNC(=O)c1ccc2c(c1)OCCO2	-124	-65	2	-2	-1.6	1	-41	-8	-3	-81	-135
COc1ccc(NC(=O)c2sc3nc(Cc4ccccc4)cc(C(F)(F)F)c3c2N)cc1OC	1	-34	0	-4	1.4	1	0	8	4	9	2
COC(=O)c1cc(NC(=O)Cn2c(=O)cnc3ccccc32)cc(C(=O)OC)c1	12	-16	9	2	1.5	-11	5	7	2	-23	8
CCOC(=O)C1=C(C)NC(SCC(=O)OC)=C(C#N)C1c1ccc(C(=O)OC)cc1 (stereo unspecified)	-5&-6	-8	5&9	1&7	-0.6&-1.5	6&0	0	0&-1	-14&-3	-4&-4	13&12
CCCCNc1ccc2oc(-c3ccc(OC)cc3)c(-c3ccc(OC)c(F)c3)c2c1	-3	-28	10	-5	-1.1	-11	-5	4	-6	0	3
Cc1ccc(C)c(OCCCC(=O)N2CCOCC2)c1	-33	-7	6	-10	-0.2	-6	6	5	1	-31	-35
CCOc1ccccc1C(=O)NC(C(=O)NCCc1ccccn1)C(C)C (stereo unspecified)	-6	-44	1	-4	0.7	-2	-2	5	6	15	15
CSc1nc(Oc2ccc3ccccc3c2)c2ccccc2n1	11	13	0	-1	-0.6	9	15	-10	8	-4	-6
CCCN(C(=O)CSc1nnnn1C)C1CCS(=O)(=O)C1 (stereo unspecified)	14	-5	15	8	-0.1	1	-2	-1	-2	23	8
Cc1ccc(N2CCN(C(=S)Nc3ccccc3C)CC2)cc1	-14	6	4	-15	-1.6	1	11	-17	-7	-12	-22
CCOC(=O)c1nnc(-c2ccccc2)nc1Sc1ccccc1Cl	-1	9	2	0	-3.8	16	7	1	-6	14	3
CCN(CC)C(CNC(=O)CSc1nnnn1-c1ccc(C)c(C)c1)c1ccco1 (stereo unspecified)	-5	-20	-7	-4	-0.7	-1	13	11	0	-14	8
COCC(C)n1c(C)cc(C(=O)CSc2ncccn2)c1C (stereo unspecified)	-51	-36	1	-2	-0.5	-8	-7	-1	1	-15	-35
CCC(=O)c1ccc(OCC(=O)N2CCN(c3ncccn3)CC2)cc1	-7	-32	0	-2	1.0	4	9	-1	5	-15	25
COc1cc(/C=C2\SC(=S)N(CCC(=O)Nc3ccccn3)C2=O)cc(OC)c1OC	16	-15	23	-5	3.2	1	-17	-11	1	10	-14
CCN(CC)c1ccc(C=Nc2ccc(C#N)cc2)c(O)c1	5	-5	0	-3	-0.7	-4	5	0	10	12	3
CN1CCc2c(sc3c2C(=O)NC(c2cn(Cc4ccccc4)c4ccccc24)N3)C1 (stereo unspecified)	15	14	1	3	-1.6	0	16	6	-3	-24	24
O=C(Nc1ccc(Nc2ccccc2)cc1)Nc1ccccc1Cl	-80	-44	2	-1	4.6	-20	-27	-16	-10	-51	-51
CCCCNC(=S)NNC(=O)c1cc(-c2cccnc2)nc2ccccc12	-15	28	19	-13	0.4	3	22	-5	-9	1	-16

Some values from the results shown.
`O=C(Nc1ccc(Nc2ccccc2)cc1)Nc1ccccc1Cl` | NOD2 RIPK2 PPI: -1
`CSc1nc(Oc2ccc3ccccc3c2)c2ccccc2n1` | NR2F2 inh: 15

New compounds follow.
SMILES	SRC1 inh	SRC2 inh	MC4R antag cAMP	NOD2 RIPK2 PPI	MC4R barr agon	LMP1 NFkB inh	NR2F2 inh	ABHD5-PLIN5 inh	TLR9-MyD88 inh	SRC3 inh	NR5A2 inv ag
Cc1ccc(-n2c(=O)c3c(c4cc(C)ccc4n3C)n(CC(=O)NCC3CCCO3)c2=O)cc1 (stereo unspecified)	14	20	6	-12	-0.1	49*	4	5	-6	-3	7
CCOC(=O)[C@@H]1[C@H]2COc3ccccc3[C@@H]2N2C(=O)N(c3ccc(OC)cc3)C(=O)[C@@]12C	2	3	5	2	-1.4	5	-4	1	-1	12	7
Cc1sc2c3ccsc3ccc2[n+]1C	-12	-13	6	-8	-1.7	-5	9	-1	4	-4	3
COc1ccc(-c2cc(COc3ccccc3)on2)cc1	-82	-84	4	-26	-1.4	-39	-29	-1	-1	-31	-83
CSc1ccccc1C(=O)Nc1cccc(C(C)O)c1 (stereo unspecified)	12	-8	-3	-14	0.1	0	-1	4	11	0	12
